# From PubChem BioAssay
# TNF death inh = inhibitors of TNF-alpha triggered necroptosis, primary screen, cell-based, Jurkat FADD-/-, single concentration; activation (protection from cell death), % at 10 µM; 220,000 compounds, 0.068% hits; Jurkat FADD-/- TNF necroptosis rescue, ATP luminescence, 24 h; 0 = TNF only, 100 = no-TNF cells;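 active means activation, meaning protection from cell death, of at least 50% relative to plate controls; inactive means activation below 50%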;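 further: necroptosis triggered by 40 ng/mL TNF-alpha added together with compound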
# KCC2 mod = KCC2 cotransporter modulators, thallium flux, primary screen, cell-based, HEK293 KCC2, FluoZin-2 fluorescence, MLSMR. KCC2 cells, thallium flux FluoZin-2 fluorescence. B-score of Tl+ flux slope (higher = more flux/activation; lower = inhibition) at 10 µM. 190,000 compounds, 2.2% hits. AID 1456, 2008;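 active means thallium flux slope and its plate-corrected score both differing from the plate sample mean at a set confidence after two filtering rounds, in either direction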;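 further: slope of fluorescence scaled to starting intensity during 10 to 20 s after thallium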
# PERK inh = block of dimerizer-induced PERK translation repression, primary screen, PERK inhibitor project, CHO PERK-DD cells, SEAP luminescence, HTS; Eukaryotic translation initiation factor 2-alpha kinase 3 (Homo sapiens), Q9NZJ5; CHO PERK-DD fusion, SEAP luminescence translation reporter; inhibition, % at 5.6 µM; 220,000 compounds, 0.17% hits;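 active means inhibition above the mean inhibition of all tested compounds plus 3 SD, set separately per screening campaign, cut at about 2.9% in these data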;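 further: PERK kinase domain activated by AP20187 dimerizer at 100 nM; 0% = DMSO with dimerizer and 100% = rapamycin at 8.4 µM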
# EBV gp42 block = Epstein-Barr virus gp42 inhibitors, primary screen, biochemical, uHTS, fluorescence polarization; Glycoprotein 42 (Epstein-Barr virus (strain AG876)), Q1HVG2; Fluorescence polarization binding assay, mP read-out; inhibition, % (tested at 21.74 µM); 220,000 compounds, 0.42% hits; AID 1085, 2008; in the data active means inhibition above about 50%
# Target sequence (Q1HVG2 whole entry, looked up): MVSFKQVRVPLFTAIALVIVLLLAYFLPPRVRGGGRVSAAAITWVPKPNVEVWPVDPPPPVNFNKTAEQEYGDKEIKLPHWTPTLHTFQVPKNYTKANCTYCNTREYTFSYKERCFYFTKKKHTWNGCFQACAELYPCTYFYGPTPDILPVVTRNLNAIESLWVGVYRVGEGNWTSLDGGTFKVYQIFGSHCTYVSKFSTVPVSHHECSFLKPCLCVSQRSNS
# Rad51 HR inh = human RAD51 strand exchange inhibitors, primary screen, biochemical, fluorescence | hRad51 DNA strand exchange, fluorescence dequenching | DNA repair protein RAD51 homolog 1 (Homo sapiens), Q06609 | AID 1385, 2008 | 200,000 compounds, 0.085% hits | inhibition, % at 10 µM;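 active means inhibition above 40% at the single screening dose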;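 further: 0% = DMSO control wells and 100% = blanks with heterologous ssDNA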
# Target sequence (Q06609 whole entry, looked up): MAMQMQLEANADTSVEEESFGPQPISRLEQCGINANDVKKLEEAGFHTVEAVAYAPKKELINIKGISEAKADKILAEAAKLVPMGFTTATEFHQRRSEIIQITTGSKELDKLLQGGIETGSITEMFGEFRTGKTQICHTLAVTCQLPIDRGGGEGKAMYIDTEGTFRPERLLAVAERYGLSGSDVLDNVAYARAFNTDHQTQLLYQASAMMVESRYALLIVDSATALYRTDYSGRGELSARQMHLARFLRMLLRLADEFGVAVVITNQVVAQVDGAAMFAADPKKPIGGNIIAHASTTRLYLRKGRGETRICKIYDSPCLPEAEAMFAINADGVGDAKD
#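 Test system: preformed human Rad51 ssDNA filaments. Compound dosing: single dose, 10 µM final compound. Incubation: filaments 15 min 37 °C, then compound 30 min. Technique: FRET fluorescence dequenching, excitation 485 nm, emission 520 nm. Read-out basis: percent inhibition from fluorescence, normalised to plate control and blank means. Benchmarks: plate controls and plate blanks.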
# m-calpain inh = inhibitors of pig calpain II, primary screen, biochemical, fluorogenic peptide substrate, 1536-well; purified calpain II, 30 min; inhibition, % at 16 µM; 220,000 compounds, 0.37% hits; AID 1236, 2008;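 active means inhibition above about 50%, limit read from the data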
# zVAD death inh = inhibitors of zVAD-triggered necroptosis, primary screen, L929 cells | AID 1377, 2008 | viability rescue, % at 10 µM | L929 zVAD necroptosis rescue, ATP luminescence, 24 h; with zVAD 60 µM | 220,000 compounds, 0.38% hits;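 active means activation, scaled between plate controls, above about 75%, limit read from the data; inactive means activation under that limit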;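 further: 0% = zVAD with DMSO and 100% = DMSO alone without zVAD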
# MDM2 E3 inh = MDM2-luciferase reporter signal enhancers, primary screen, MDM2 E3 ligase inhibitor project, cell-based, luminescence, 1536-well; cell-based MDM2 ubiquitination luciferase reporter, 2 h; 0 = plate control, 100 = twice control, blank-subtracted; signal enhancement, % at 5 µM; 210,000 compounds, 0.11% hits; AID 1230, 2008;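 active means signal enhancement of 30% or more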;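 further: luminescence tracks abundance of the self-degrading MDM2-luciferase fusion protein; higher signal means inhibition of MDM2 E3 ligase activity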
# Target sequence (Q00987 whole entry, looked up, the tested form may be a part): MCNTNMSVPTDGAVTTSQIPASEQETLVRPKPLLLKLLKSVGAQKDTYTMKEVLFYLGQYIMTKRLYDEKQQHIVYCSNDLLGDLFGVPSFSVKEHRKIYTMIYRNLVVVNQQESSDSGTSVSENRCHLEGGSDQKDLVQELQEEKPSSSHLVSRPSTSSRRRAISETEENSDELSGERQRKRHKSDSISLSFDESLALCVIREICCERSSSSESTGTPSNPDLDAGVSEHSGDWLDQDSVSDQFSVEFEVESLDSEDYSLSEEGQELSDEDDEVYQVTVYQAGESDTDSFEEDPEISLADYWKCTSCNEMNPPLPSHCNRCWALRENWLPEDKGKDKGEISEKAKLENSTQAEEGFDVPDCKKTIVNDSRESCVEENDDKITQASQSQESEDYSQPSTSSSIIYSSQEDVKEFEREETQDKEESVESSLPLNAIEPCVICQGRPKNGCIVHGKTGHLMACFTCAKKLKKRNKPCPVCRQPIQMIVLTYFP
#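 Assay system: stable mammalian line carrying autodegrading MDM2–luciferase fusion reporter; amount: 2000 cells seeded into each well; buffer or medium: DMEM; benchmarks: plate control and blank wells; signal: luciferase luminescence; timing: 2 h compound exposure at 37 °C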
# eIF4E 4G PPI = eIF4E–eIF4G protein interaction inhibitors, primary screen, biochemical, uHTS, TR-FRET, eIF4GI fragment; Eukaryotic translation initiation factor 4E (Mus musculus) + Eukaryotic translation …; TR-FRET eIF4E-eIF4GI(517-606) binding, 2 h; inhibition, % at 21.7 µM; 220,000 compounds, 0.37% hits; AID 782, 2007;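 active means inhibition above about 30%, limit read from the data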;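 further: 0% = full FRET control wells and 100% = background wells lacking eIF4GI fragment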
# * = called active by the depositor; i = inactive; · = no result given; [ ] = dose if it differs, or a comment. Not a hit list (roughly 3.6% active in at least one column).
Structure	TNF death inh	KCC2 mod	PERK inh	EBV gp42 block	Rad51 HR inh	m-calpain inh	zVAD death inh	MDM2 E3 inh	eIF4E 4G PPI
O=C(CSc1ncn(-c2ccccc2)n1)Nc1nccs1	0.8	0.014	0.2	-41	5	-43	0.5	-10	-7[fluorescence artefact?]
CCn1c(SCC(=O)c2ccccc2)nnc1-c1cnccn1	-0.9	-0.26	0.1	-1	2	9	0.2	-12	1
CC1CCC(C(=O)NC(C(=O)NCc2ccccn2)C(C)C)CC1 (stereo unspecified)	-0.1	-0.13	-0.1	-11	-3	1	-0.1	-4	-3
Cc1ccc(N(CC(=O)Nc2cc(C)cc(C)c2)S(=O)(=O)c2cccc3nonc23)cc1	0.7	·	-0.3	-18	0	-36	0.6	-7	0
CCn1cc(C(=O)NP(=O)(Nc2ccc(C)cc2)Nc2ccc(C)cc2)c2ccccc21	3.6	0.21	2.0	-29	16	1	0.8	-16	-1
Cc1noc(NC(=O)c2ccc(Cl)c(Cl)c2)c1Cl	-0.1	-1.5	0.9	-9	1	-4	2.2	-6	2
O=C1c2ccncc2C(=O)N1Cc1cccc(Cl)c1	-2.1	0.22	0.2	7	-5	17	-0.1	-6	-6
O=C(CSc1ccsc1[N+](=O)[O-])Nc1cc(F)ccc1F	3.2	-0.89	-0.2	91*	-14	-4	0.4	-7	50*
CCOC(=O)c1cc(C#N)c(N2CCN(C(=O)c3cccc(C(F)(F)F)c3)CC2)nc1C(F)(F)F	-12	-0.55	0.6	-5	17	17	0.0	-12	6
COc1ccc(NC(=S)N2CCC(C(=O)N3CCCCCC3)CC2)cc1	-0.3	1.1	1.2	-16	0	-7	-0.2	4	-2
CC(C)C(=O)Nc1cccc(NC(=O)c2cccnc2)c1	0.1	·	0.9	-10	8	3	0.0	-18	-3
Nc1nc2ccccc2n1CCN1CCCC1	-0.4	0.7	0.7	-32	-1	-6	-0.6	2	-9
CCCNC(=O)c1nnsc1S(=O)(=O)c1ccc(Cl)cc1	-18	-0.8	0.3	-9	-1	20	26	-28	1
COc1nc(OC)nc(N2CCC(C(=O)NC3CCCCCC3)CC2)n1	-0.6	1.2	-0.3	-9	1	-20	-0.4	·	-23
Cc1ccc2c(c1)C=CC(C)(C)S2(=O)=O	1.0	-0.37	1.2	-10	1	-17	0.8	2	16[fluorescence artefact?]
COc1ccccc1N=Nc1c(C)noc1C	-1.3	0.29	0.3	-16	12	20	0.9	-23	-3
Cc1ccc([N+](=O)[O-])cc1NC(=O)c1ccccc1	0.6	0.79	0.2	-8	-2	39	1.4	-5	2
Cc1cc(C(F)(F)F)c(C#N)c(SCC(=O)NC2CC2)n1	0.1	0.76	-0.8	5	7	-36	1.1	-12	9
Cc1nn(-c2ccccc2)c2sc(C(=O)N(CC(=O)NC(C)(C)C)Cc3ccco3)cc12	0.7	-1.7	-0.7	-16	17	-24	0.2	-11	9
COc1ccc(S(=O)(=O)NCc2csc(-c3cccnc3)n2)cc1	0.9	0.0015	-0.8	-5	7	-9	1.2	-7	-10
Cc1cc(C)c(S(=O)(=O)NCc2ccc3c(c2)cc(C)n3C)c(C)c1	-0.2	1.5	-0.6	-3	2	-19	0.7	-5	4
Cn1c(=O)c2c(n(C)c1=O)=NC1(CCCCC1)ON=2	-1.5	0.023	1.3	12	-10	-4	0.0	-13	-2
Cc1ccc(-n2cc(CN(C)Cc3nccn3C)c(-c3ccc(F)cc3)n2)cc1	1.8	·	-0.4	2	6	-5	0.5	-4	-3
Cc1noc(C)c1COC(=O)CCc1nc2ccccc2s1	1.3	-1.4	1.2	-15	-1	-17	0.0	-3	0[fluorescence artefact?]

# Entries shown so far that contain a cyano group:
Structure	TNF death inh	KCC2 mod	PERK inh	EBV gp42 block	Rad51 HR inh	m-calpain inh	zVAD death inh	MDM2 E3 inh	eIF4E 4G PPI
CCOC(=O)c1cc(C#N)c(N2CCN(C(=O)c3cccc(C(F)(F)F)c3)CC2)nc1C(F)(F)F	-12	-0.55	0.6	-5	17	17	0.0	-12	6
Cc1cc(C(F)(F)F)c(C#N)c(SCC(=O)NC2CC2)n1	0.1	0.76	-0.8	5	7	-36	1.1	-12	9

# Next structures.
Structure	TNF death inh	KCC2 mod	PERK inh	EBV gp42 block	Rad51 HR inh	m-calpain inh	zVAD death inh	MDM2 E3 inh	eIF4E 4G PPI
CC1CCN(S(=O)(=O)c2ccc(S(=O)(=O)NCc3ccccc3)cc2)CC1	0.5	·	0.3	-6	2	-18	0.0	-5	0
Cc1ccc(/C=N/NC(=O)C2CC(=O)N(c3ccccc3)C2)s1 (stereo unspecified)	-2.7	-0.018	0.4	-3	0	-9	3.4	-4	-2
CCCNCC1C(Oc2ccc(Cl)cc2Cl)C(=O)N1c1cccc(C)c1C (stereo unspecified)	3.3	0.084	-0.5	3	7	39	0.7	-2	-3
Cn1c(=O)[nH]c(=O)c2c1nc(NCCc1ccccc1)n2CC(O)COc1ccccc1 (stereo unspecified)	-2.9	-0.56	-0.1	-17	-6	-23	-0.3	-16	-1
Cc1c(NC(=S)N/N=C/c2ccc(Br)cc2)c(=O)n(-c2ccccc2)n1C	-1.4	-2.7	-1.1	-8	9	-6	-0.5	-8	2
Cc1cc([N+](=O)[O-])nn1CC(=O)N1CCN(Cc2ccccc2)CC1	0.2	·	0.4	-17	·	19	0.1	-11	5
Cc1ccc(S(=O)(=O)N(CC(=O)N2CCN(c3ccccc3F)CC2)C2CCCCC2)cc1	-1.7	·	-1.8	-11	-6	5	0.4	-3	-1[fluorescence artefact?]
COc1ccc(C=NCCC2(O)CC(C)N(C)CC2C)cc1 (stereo unspecified)	-0.7	1.4	1.6	-5	1	-5	-1.4	-21	5
O=C(CSc1nnc(Cc2cccs2)n1Cc1ccco1)Nc1ccc(Br)cc1	-1.0	-0.51	-1.0	13	-2	9	-0.1	-20	5[fluorescence artefact?]
COc1ccc2nc(SCCC(=O)O)cc(C)c2c1	0.2	-0.031	1.3	-3	-8	5	-0.3	-8	-2
O=C(NCc1ccco1)c1ccccc1F	-2.0	0.44	1.4	-10	-6	-124	0.0	-7	-4
COc1ccc(N=C(C)C2=C(O)CSC2=O)cc1	-0.7	-0.41	-0.2	-7	4	18	0.0	-19	1
CCCCCC(=O)Nc1nc(C)c(-c2csc(Nc3cc(Cl)ccc3OC)n2)s1	6.1	0.86	-1.0	-11	-13	-26	39	-15	-6
COc1cc(OC)cc(-c2nnc(SCC(=O)N3CCCc4ccccc43)o2)c1	-2.3	·	0.5	-15	·	39	0.0	·	1[fluorescence artefact?]
CCN(CC)S(=O)(=O)c1ccc2c(c1)nc(SCC(=O)NC1CC1)n2-c1ccccc1OC	-1.8	-1.2	-1.2	-28	1	-5	-0.2	-21	-14
COC(=O)c1cc(C(=O)N2CCN(c3cccc(Cl)c3)CC2)cc([N+](=O)[O-])c1	-10	-0.78	0.2	0	7	22	-0.7	-3	2
COc1ccc(NC(=O)C(=O)NCCO)cc1Cl	1.8	0.78	0.8	-9	4	-8	0.1	-7	-1
O=C(Cn1cnc2ccccc2c1=O)c1c[nH]c2ccccc12	-1.7	-0.36	-0.3	-13	-2	-9	0.6	·	4
COc1cccc(C2C(C#N)=C(N)SC(c3ccccc3)C2[N+](=O)[O-])c1 (stereo unspecified)	0.9	-1.3	-0.7	16	-9	17	-0.9	-14	-5
CC(=O)c1ccc(NC(=S)NC(=O)c2c(Cl)c(C)nn2C)cc1	0.2	15*	1.1	1	8	-23	0.3	2	14[fluorescence artefact?]
O=C1CSC(=Nc2ccc(Cl)cc2)N1Cc1ccco1	7.7	-0.065	1.2	-22	12	12	-0.3	-4	4
COC(=O)C(C)(C)ONC(=O)Nc1ccccc1Br	1.4	0.99	1.2	-12	·	-3	1.9	-1	-3
N/C(Cc1ccc([N+](=O)[O-])cc1)=N\OC(=O)Cc1ccccc1	1.7	0.88	-0.4	4	·	13	0.1	·	-6
O=C(Cn1cncn1)N/N=C/c1cccc(Cl)c1	1.9	0.016	2.0	-12	·	11	-0.8	-13	6
O=C(NCc1ccc(F)cc1)c1cc(-c2ccco2)on1	3.5	0.27	1.1	-23	4	18	-0.3	-20	-1
N#C/C(=C\c1ccccc1)C(=O)OCC(=O)N1CCCC1	0.0	1.1	0.7	-7	15	8	1.1	-7	-1
COc1ccc(-c2cc(C(=O)NN)[nH]n2)cc1	3.3	1.3	1.1	-6	0	11	3.0	-7	-1
C/C(=C\C(=O)c1ccc(Br)cc1)NCc1ccc2c(c1)OCO2	-3.1	0.23	2.6	-17	1	19	-0.1	-2	5
O=C(CCc1nc(-c2ccccc2Cl)no1)NCc1ccco1	0.8	-0.0027	1.5	-5	5	8	1.6	3	1
Cc1cc(C)c(NC(=O)COc2ccccc2C(=O)Nc2ccc3c(c2)oc2ccccc23)c(C)c1	2.9	-0.23	1.8	-11	-5	i	1.1	-16	-33[fluorescence artefact?]
CN(C)c1nc2c(c(=O)[nH]c(=O)n2C)n1Cc1ccc(F)cc1	-0.2	0.45	-0.7	0	0	-49	0.1	-8	-1[fluorescence artefact?]
Cc1nn(Cc2cccc(C(=O)Nc3ccn(Cc4ccccc4)n3)c2)c(C)c1[N+](=O)[O-]	-1.1	-1.4	-1.4	-7	-4	-15	-0.4	-16	-5
COc1ccc2oc(C(=O)c3ccccc3)c(N)c2c1	-0.2	-0.67	0.6	-4	-9	2	46	-11	-5
NS(=O)(=O)c1ccc(NC(=O)CN2C(=O)CCC2=O)cc1	2.9	0.53	0.0	4	4	-17	-0.1	·	-4
CCOc1cc(C2c3c(n[nH]c3C)C(=O)N2c2ccc(Br)cc2)ccc1O (stereo unspecified)	0.0	-1.3	0.7	-11	4	10	1.0	-27	8
O=C1Nc2ccccc2OCc2c1cccc2[N+](=O)[O-]	-1.1	-0.87	1.6	-12	-9	7	0.4	-21	5
O=C(COC(=O)c1cccnc1Nc1cccc(C(F)(F)F)c1)NCc1ccc2c(c1)OCO2	-1.7	0.17	2.0	-20	4	-43	0.0	-9	-9
COC(=O)C1=C(C)N(c2ccccc2)/C(=C/c2ccco2)C1=O	-0.9	-1.7	-0.6	-13	-82	8	-0.1	-13	-2
COc1ccc(CCNc2oc(COc3ccccc3F)nc2C#N)cc1OC	-10	-4*	-0.8	-23	6	6	1.2	3	7
